M. tuberculosis – growth inhibition of non-replicating M. tuberculosis (AID 488890). Mycobacterium tuberculosis non-replicating, growth inhibition; higher % means a stronger effect. one-dose inhibition, % at 25 µM; IC50 in µM for titrated hits. 320,000 compounds, 0.39% hits; in the data active = a potency from the dose series; inconclusive = inhibition mostly from about 82% at the one dose, without a potency; inactive = the rest, 99 in 100 with inhibition below about 76%;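 also: plate controls were DMSO cells for no effect and high antibiotic wells for full effect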
influenza NS1A – H1N1 influenza NS1A inhibitors, functional cell based assay (AID 504329); NS1A functional cell-based assay, percent inhibition; higher % means a stronger effect; inhibition, % at 12.5 µM; hits with a dose series show IC50 in µM; 340,000 compounds, 0.3% hits; in the data active = a potency from the dose series; inconclusive = inhibition above about 27% without an active follow-up result; also: strong numbers were not always called active
PhoP GFP inhibition – PhoP regulon inhibitors, Salmonella typhi PhoP promoter GFP reporter, confirmatory (AID 1850); Salmonella Typhi PhoP-promoter GFP reporter, fluorescence, 4 h; higher % means a stronger effect; inhibition, % at 50 µM, or IC50 in µM where a hit was titrated; 310,000 compounds, 0.33% hits; in the data active = a potency from the dose series; inconclusive = inhibition mostly from about 25% at the one dose, without a potency; inactive = the rest, 99 in 100 with inhibition below about 19%;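 also: 0% = induced wells with vehicle and 100% = uninduced wells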
VEEV TC-83 Vero – inhibitors of VEEV TC-83 cytopathic effect, confirmation, Vero cells (AID 588727). Vero cells, VEEV TC-83 cytopathic effect inhibition; higher % means a stronger effect. inhibition, % at 20 µM; hits with a dose series show IC50 in µM. 350,000 compounds, 0.13% hits; in the data active = a potency from the dose series; inconclusive = inhibition mostly from about 14% at the one dose, without a potency; inactive = the rest, 99 in 100 with inhibition below about 12%; also: strong numbers were not always called active
H37Rv inhibition – M. tuberculosis growth inhibition, HTS (AID 449762); M. tuberculosis H37Rv growth inhibition, 7H9 media; higher % means a stronger effect; inhibition, % at 25 µM; hits with a dose series show IC50 in µM; 330,000 compounds, 0.59% hits; in the data active = a potency from the dose series; inconclusive = inhibition above about 70% without an active follow-up result;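 also: bacterial growth assessed after seven days of incubation; strong numbers were not always called active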
VEEV TC-83 Vero 10K pilot screen – recorded beside VEEV TC-83 Vero, whose call it bears; inhibition, %; measured here: 10K pilot screen inhibition
* = called active by the depositor; i = inactive; u = inconclusive; x = no result given.

Start of the listing, in advance:
SMILES | M. tuberculosis | influenza NS1A | PhoP GFP inhibition | VEEV TC-83 Vero | H37Rv inhibition | others
CN(C)c1ccc(N2C(=O)CC(c3ccccc3)CC2=O)cc1 | -5% | -16% | -16% | 0.1% | -8%
COc1ccc(C(=O)Nn2c(C)nc3ccccc3c2=O)c(OC)c1 | -6% | -2% | -4% | 0.4% | 2%
COCCNC(=S)Nc1ccc(N2CCOCC2)c(S(=O)(=O)Nc2ccccc2OC)c1 | 60% | -12% | x | 6.7% | 0%

All compounds of this part, previewed entries included:
SMILES | M. tuberculosis | influenza NS1A | PhoP GFP inhibition | VEEV TC-83 Vero | H37Rv inhibition | others
CN(C)c1ccc(N2C(=O)CC(c3ccccc3)CC2=O)cc1 | -5% | -16% | -16% | 0.1% | -8%
COc1ccc(C(=O)Nn2c(C)nc3ccccc3c2=O)c(OC)c1 | -6% | -2% | -4% | 0.4% | 2%
COCCNC(=S)Nc1ccc(N2CCOCC2)c(S(=O)(=O)Nc2ccccc2OC)c1 | 60% | -12% | x | 6.7% | 0%
Cc1ccc(-c2c[n+](Cc3cccc(Cl)c3)c3n2CCC3)cc1 | 19% | 9% | 9% | i | -1%
O=C(c1ccccc1F)c1cn(CC(=O)N2CCCC2)c2ccccc12 | 6% | -2% | 1% | 0.4% | -1%
CC(OC(=O)C1=COCCO1)C(=O)Nc1ccccc1C#N (stereo unspecified) | -9% | -6% | 15% | 0.9% | -6%
Cc1cc(N2CCN(c3nc(-c4ccc([N+](=O)[O-])cc4)cs3)CC2)c2ccccc2n1 | 23% | 10% | -1% | i | 14%
COCc1c(C(=O)N2CCN(Cc3c(F)cccc3Cl)CC2)oc2ccccc12 | 12% | -6% | 6% | i | 1%
Cc1ccn(CCNC(=O)C2CCC(=O)N(Cc3ccc(Cl)cc3)C2)n1 (stereo unspecified) | -10% | 7% | -6% | 1.6% | -1%
O=C(OCc1ccccc1)N(CCCCN(CCCNCc1ccccc1)C(=O)OCc1ccccc1)CCCNCc1ccccc1 | x | 12% | x | i | x
CCCC(C(=O)NCC1CCCO1)N(C(=O)CNS(=O)(=O)c1ccccc1)c1ccc(F)cc1 (stereo unspecified) | -1% | -1% | 11% | i | 5%
COc1ccc(C(=O)n2nc(-c3ccc(C)cc3)nc2N)cc1OC | 1% | 9% | -4% | 8.8% | -2%
C=CCN1C(=O)C2(NNc3ccccc3O2)c2ccccc21 (stereo unspecified) | 2.2µM* | -13% | -58% | 4.3% | u
COc1cccc(CNC(=O)CCNS(=O)(=O)c2ccc3[nH]c(=O)oc3c2)c1 | x | 4% | -11% | 1.5% | 8%
O=C(CSc1nc(N2CCOCC2)nc(N2CCOCC2)n1)Nc1cccc(C(F)(F)F)c1 | -14% | -6% | 4% | 3.1% | 0%
O=C1[C@H]2C(c3ccccc3)=NN(c3ccccc3)[C@H]2C(=O)N1c1ccccc1 | 25% | -5% | 2% | i | 5%
COc1cccc(C2c3c(-c4ccccc4O)n[nH]c3C(=O)N2Cc2ccco2)c1 (stereo unspecified) | -3% | 1% | -5% | 4.7% | 3%
c1ccc(Cn2nnnc2CN2CCN(Cc3ccc4c(c3)OCO4)CC2)cc1 | 13% | 3% | 1% | 0.4% | -8%
CCOC(=O)C1=NN(c2ccccc2)C(=O)/C1=C\c1ccc(N(C)C)cc1 | 42% | >100µM* | -3% | 1.7% | u
COc1ccccc1CNC(=O)c1ccc(N(C)S(=O)(=O)c2ccc(C)cc2)cc1 | 1% | -1% | 12% | 3.2% | -1%
c1ccc(SCc2nc(-c3cccnc3)no2)cc1 | 68% | 0% | 14% | 1.3% | 4% | VEEV TC-83 Vero 10K pilot screen=0.8
COc1ccc(-n2cnnc2SCC(=O)NC2CCCc3ccccc32)cc1 (stereo unspecified) | 9% | 3% | -6% | 3.9% | 3%
C=CCNC(=O)COC(=O)c1c2c(nc3ccccc13)CCC2 | 1% | 7% | 1% | 0.9% | -2%
Cc1cnc(NC(=O)c2sc3ccccc3c2Cl)s1 | x | 6% | -5% | 0.0% | 5%
O=C(CCCC(=O)OCC1CCCO1)OCC1CCCO1 (stereo unspecified) | 0% | 0% | -27% | i | -1%
O=C(N/N=C/c1c[nH]c2ccccc12)C1CC1c1ccccc1 (stereo unspecified) | 12% | 8% | -3% | 4.3% | 1%
CCOc1ccc2[nH]cc(-c3csc(N)n3)c2c1 | -4% | -2% | 10% | 5.1% | 7%
Cc1c(C(=O)OCC(=O)NCc2ccccc2)oc2ccccc12 | 36% | 0% | -8% | 1.0% | 15%
CCS(=O)(=O)c1ccc2oc(SCC(=O)Nc3ccc(OC)cc3OC)nc2c1 | 6% | -16% | -4% | 5.8% | -7%
O=C(Cc1ccccc1)NCC(=O)N/N=C/c1ccc([N+](=O)[O-])s1 | u | -1% | 12% | i | u
CC(=O)Nc1cc(-c2nn(CC(=O)N3CCCCC3)c(=O)c3ccccc23)ccc1N1CCOCC1 | 4% | -5% | 17% | 0.1% | 10%
CC(=O)Nc1ccc(NC(=O)C(C)OC(=O)CCN=C2NS(=O)(=O)c3ccccc32)cc1 (stereo unspecified) | -4% | -9% | -8% | 0.9% | -16%
CC1CCCCN1CCNC(=O)c1ccc2c(c1)N(Cc1ccccc1F)C(=O)c1ccccc1S2=O (stereo unspecified) | 28% | 0% | -23% | i | 2%
O=C(CCNC(=O)Cn1ccc2ccccc2c1=O)NCCCN1CCN(c2ccccc2F)CC1 | 9% | 6% | -7% | 0.3% | 5%
CCC(C)NC(=O)c1ccc2c(c1)N(Cc1ccccc1)C(=O)CS2 (stereo unspecified) | 13% | -1% | -9% | 5.1% | -7%
O=C(Nc1ccccc1C(=O)NCCCn1ccnc1)c1ccc(Cl)cc1Cl | 58% | -24% | -8% | 1.3% | 40%
C/C(=N\NC(=O)NC1CCCCC1)c1ccco1 | 58% | 4% | 1% | 0.8% | 0%
Cc1ccc([C@H]2C(C#N)=C(N)Oc3cc(C)oc(=O)c32)o1 | -2% | 15% | -2% | 6.0% | 45%
CCOC(=O)C1CCN(CCC(=O)Nc2cccc(C)c2)CC1 | -14% | 5% | 1% | 0.6% | -10%
Cc1ccc(CCNC(=O)c2nnn(-c3cccc(C)c3)c2N)cc1 | 46% | 1% | 0% | 7.1% | 15%
CCOc1ccc(NC(=O)CN(C)C(=O)Cc2n[nH]c(=O)c3ccccc23)cc1OCC | -11% | -12% | x | 3.8% | 5%
O=C1CC(c2ccco2)CC(O)=C1C=NCCN1CCNCC1 (stereo unspecified) | -7% | 8% | 1% | 5.4% | 6%
COc1ccc(-n2nc(C(=O)N3CCCCC3)c(C)c(C#N)c2=O)cc1 | -9% | 7% | 3% | 1.1% | -3%
NC(=S)N/N=C/c1ccc(-n2nncc2-c2ccc(Cl)cc2)cc1 | u | 3% | 2% | 2.7% | 58%
COc1ccc(Cn2c(=S)[nH]c3ccsc3c2=O)cc1 | -13% | -3% | -3% | i | 4%
Cc1nc2cc(-c3cccs3)nn2c(NCC(C)(C)CN(C)C)c1C | 21% | 0% | -6% | 1.6% | 8%
Nc1cc(OC(=O)c2cccs2)nn1S(=O)(=O)c1ccc(F)cc1 | 0% | -9% | -10% | 0.4% | -15%
O=C(CN1CCOCC1)Nc1cc(C(F)(F)F)ccc1Cl | -5% | 1% | -1% | 0.1% | 3%
COC(=O)c1cc(S(=O)(=O)Nc2ccsc2C(=O)OC)oc1C | 42% | 8% | 1% | 5.9% | 2%
O=[N+]([O-])c1ccc(O)c(N=Cc2sc3ccccc3c2O)c1 | 12% | >100µM* | -6% | 9.2% | 4%
CNC(=S)NNC(=O)c1cn(C)nc1C | -3% | -7% | 0% | 1.0% | -7%
CCCC(c1nnnn1Cc1cccs1)N1CCN(C2CCCC2)CC1 (stereo unspecified) | 6% | 2% | -8% | i | 3%
Cc1cccc(NS(=O)(=O)c2cc(C(=O)OC(C)C(=O)NCc3ccc4c(c3)OCO4)ccc2C)c1 (stereo unspecified) | 34% | -4% | -4% | 6.9% | 0%
COc1ccc2oc(C(=O)N(C)CCOc3ccccc3)c(C)c2c1 | 17% | -11% | -7% | 2.2% | -7%
Cc1ccc(CNC(=O)CNS(=O)(=O)c2ccc3c(c2)C(C)(C)C(=O)N3C)cc1 | 9% | 0% | -2% | 1.3% | 1% | VEEV TC-83 Vero 10K pilot screen=0.4
CCOc1ccc2c(=O)c(Oc3ccccc3)c(C)oc2c1 | x | 5% | 1% | 12% | 7%
CCOC(=O)N1CCC(NC(=O)c2ccc3c(c2)N=C(C)c2c(C)ccc(C)c2S3)CC1 | 38% | 0% | -19% | u | 49%
O=C(CCN1C(=O)C2C3C=CC(C3)C2C1=O)N1CCN(c2ccccc2Cl)CC1 (stereo unspecified) | -1% | 9% | 6% | 2.3% | -13%
COc1ccc(NC(=O)CSc2nc3ccccc3c(=O)n2CCCO)cn1 | 12% | -2% | x | 9.8% | -3%
N#Cc1ccc(C(=O)N2CCC3CC2c2cc(-c4ccccc4)ccc23)cc1 (stereo unspecified) | x | -26% | x | i | x

The results go on.
SMILES | M. tuberculosis | influenza NS1A | PhoP GFP inhibition | VEEV TC-83 Vero | H37Rv inhibition | others
Clc1ccc(CCNc2nc3ccccc3s2)cc1 | 0% | 9% | 2% | 3.9% | 13%
COc1ccc(OCC(=O)N/N=C\c2ccco2)cc1 | 48% | -25% | 10% | 1.7% | 5%
COc1ccc(CN2CCNC(=O)C2CC(=O)NC2CCC2)c(OC)c1 (stereo unspecified) | 2% | 10% | -5% | 1.1% | 6%
COc1ccc(-c2onc3ccc(C(C)=O)cc23)cc1 | 1% | 14% | -97% | 1.9% | 6%
Cc1cccc(-n2ncc3c(N)ncnc32)c1 | -6% | -4% | 4% | 3.1% | 0%
CCOc1ccc(CCNC(=O)CCc2nc(-c3ccc(OC)cc3)no2)cc1OCC | 8% | -3% | 6% | 0.1% | 3%
Cc1cccc(Nc2nccc(N(C)C)c2C#N)c1 | -22% | x | 13% | 1.8% | -3%
COc1ccc(-c2cc(C(=O)OCC(=O)N3CCOCC3)c3ccccc3n2)cc1 | 47% | -5% | x | 0.4% | 33%
CC(=O)Nc1ccc(S(=O)(=O)Nc2ccc(N3CCCCC3)cc2)cc1 | u | 25% | x | 1.0% | 12µM*
Cc1ccccc1S(=O)(=O)Cc1ccc(C(=O)NCCc2ccccc2)o1 | -10% | -6% | 1% | 7.2% | 5%
CC(C)(C)c1cc(-c2nc(N)nc(N)n2)c(O)c(C(C)(C)C)c1 | -5% | -4% | -6% | 1.7% | 76µM*
COc1ccc(/C=N/N=C2/NC(=O)C(CC(=O)NC(N)=O)S2)cc1 (stereo unspecified) | 1% | -6% | 7% | 0.6% | -1%
Cc1ccc(NC(=O)C2CCCN(c3ncnc4c3nc3n4CCCCC3)C2)cc1Cl (stereo unspecified) | 22% | 5% | -10% | 5.3% | u
Cc1ccc(NC(=O)CO/N=C/c2ccc(N(C)C)cc2)cc1 | 7.8µM* | 14% | -9% | 4.9% | u
CCOC(=O)c1sc2ncnc(N3CCN(CC)CC3)c2c1C | 14% | 7% | 19% | 0.2% | -2% | VEEV TC-83 Vero 10K pilot screen=0.4
CCNc1nc(NCC)nc(SCCOC(=O)Nc2ccc(Cl)cc2Cl)n1 | 6% | -5% | -4% | 2.2% | 0%
Cc1c(Cl)cccc1NS(=O)(=O)c1ccc(-c2ccc(=O)[nH]n2)o1 | -8% | -11% | 0% | i | 2%
CCc1ccc(/C=C2\C(=N)N3N=C(CC(=O)N4CCCCC4)SC3=NC2=O)cc1 | -9% | 12% | -13% | 2.4% | 1%
CCc1nnc(NC(=O)c2ccc(-c3ccc(F)cc3)o2)s1 | -8% | -2% | 0% | 0.1% | -1%

Ordered by number of heavy atoms (smallest number first): some entries from above.
SMILES | M. tuberculosis | influenza NS1A | PhoP GFP inhibition | VEEV TC-83 Vero | H37Rv inhibition | others
CCc1nnc(NC(=O)c2ccc(-c3ccc(F)cc3)o2)s1 | -8% | -2% | 0% | 0.1% | -1%
CC(C)(C)c1cc(-c2nc(N)nc(N)n2)c(O)c(C(C)(C)C)c1 | -5% | -4% | -6% | 1.7% | 76µM*
COc1ccc(/C=N/N=C2/NC(=O)C(CC(=O)NC(N)=O)S2)cc1 (stereo unspecified) | 1% | -6% | 7% | 0.6% | -1%
Cc1ccccc1S(=O)(=O)Cc1ccc(C(=O)NCCc2ccccc2)o1 | -10% | -6% | 1% | 7.2% | 5%
CCc1ccc(/C=C2\C(=N)N3N=C(CC(=O)N4CCCCC4)SC3=NC2=O)cc1 | -9% | 12% | -13% | 2.4% | 1%
Cc1ccc(NC(=O)C2CCCN(c3ncnc4c3nc3n4CCCCC3)C2)cc1Cl (stereo unspecified) | 22% | 5% | -10% | 5.3% | u
